Mdm2 ligase inh = MDM2-luciferase reporter signal enhancers, primary screen, MDM2 E3 ligase inhibitor project, cell-based, luminescence, 1536-well. AID 1230, 2008. actives 0.11% (n = 210,000). signal enhancement, % at 5 µM. cell-based MDM2 ubiquitination luciferase reporter, 2 h; 0 = plate control, 100 = twice control, blank-subtracted. E3 ubiquitin-protein ligase Mdm2 (Homo sapiens), Q00987;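 active = signal enhancement of 30% or more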;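 note: luminescence tracks abundance of the self-degrading MDM2-luciferase fusion protein; higher signal means inhibition of MDM2 E3 ligase activity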
Target sequence (Q00987 whole entry, looked up, the tested form may be a part): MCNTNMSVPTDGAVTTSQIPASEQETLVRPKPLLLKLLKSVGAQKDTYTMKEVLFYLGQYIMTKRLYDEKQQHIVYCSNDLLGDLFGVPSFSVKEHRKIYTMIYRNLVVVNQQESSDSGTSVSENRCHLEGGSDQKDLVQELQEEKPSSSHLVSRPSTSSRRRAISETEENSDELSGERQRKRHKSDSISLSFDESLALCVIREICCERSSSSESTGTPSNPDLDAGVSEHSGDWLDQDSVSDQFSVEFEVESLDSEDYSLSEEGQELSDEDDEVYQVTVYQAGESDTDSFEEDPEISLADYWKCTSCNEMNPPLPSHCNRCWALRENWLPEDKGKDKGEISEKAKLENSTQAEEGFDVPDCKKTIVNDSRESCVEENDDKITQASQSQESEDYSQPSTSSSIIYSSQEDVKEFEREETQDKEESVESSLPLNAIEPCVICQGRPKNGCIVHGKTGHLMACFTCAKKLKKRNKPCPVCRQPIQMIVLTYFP
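Buffer or medium: Cells held in DMEM | Assay system: Stable mammalian line carrying autodegrading MDM2–luciferase fusion reporter | Quantity: 2000 cells/well | Times: 4 h settle plus 2 h compound, 37 °C | Doses: One concentration, 5 µM, with 0.2% DMSO | Technique: Luminescence with SteadyLite reagent, 15 min at room temperature | Benchmarks: Plate controls and plate blanks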
NPY2 pot ag = NPY-Y2 potentiators or agonists, primary screen, cell-based; activation, % at 3.6 µM; cells expressing NPY-Y2, potentiator/agonist read-out; actives 0.45% (n = 220,000); Neuropeptide Y receptor type 2 (Homo sapiens), P49146; in the data active = activation above about 27%;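 note: cells stimulated with NPY near EC25 plus isoproterenol at EC100; 0% = vehicle plus submaximal agonist and 100% = vehicle plus saturating agonist; some results beyond the cut were filed as inactive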
Target sequence (P49146 whole entry, looked up): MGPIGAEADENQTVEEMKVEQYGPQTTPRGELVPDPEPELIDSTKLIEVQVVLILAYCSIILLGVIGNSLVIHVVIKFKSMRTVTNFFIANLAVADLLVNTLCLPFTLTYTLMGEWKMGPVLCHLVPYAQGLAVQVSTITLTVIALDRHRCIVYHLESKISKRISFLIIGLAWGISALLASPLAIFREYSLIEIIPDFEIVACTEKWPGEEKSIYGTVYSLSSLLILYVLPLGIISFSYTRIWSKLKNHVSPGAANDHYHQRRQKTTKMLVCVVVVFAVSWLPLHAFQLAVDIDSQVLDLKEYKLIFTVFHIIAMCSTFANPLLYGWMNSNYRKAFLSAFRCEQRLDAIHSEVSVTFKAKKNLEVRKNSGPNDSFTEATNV
Hck Nef HTS = inhibitors of Nef-activated human Hck kinase, primary screen, biochemical, Z-Lyte FRET, 384-well, Hck-YEEI. inhibition, % at 20 µM. actives 0.68% (n = 220,000). AID 463187, 2010. Recombinant Hck-YEEI plus Nef, Z-Lyte FRET kinase assay;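 active = Hck-Nef kinase inhibition above about 50%, limit read from the data; inactive = inhibition below that limit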;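 note: 0% = DMSO with Hck plus Nef and 100% = Hck alone without Nef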
Runt-CBFb FRET = inhibitors of RUNX1 Runt–CBFb binding, primary screen, biochemical, FRET, Cerulean-Runt, Venus-CBFb, uHTS; Runt-related transcription factor 1 (Homo sapiens) + Core-binding factor subunit beta …; Cerulean-Runt/Venus-CBFb FRET ratio 530/480, 1 h; inhibition, % at 20 µM; actives 0.46% (n = 220,000); AID 1496, 2009;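 active = inhibition over about 50% at 20 µM in the single-dose screen, limit read from the data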;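 note: 0% = DMSO wells and 100% = excess unlabeled CBFb competitor control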
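test system = Cerulean-tagged RUNX1 Runt domain (FRET donor) fusion protein | reagent = Venus-CBFb binding partner, 100 nM | incubation = protein complex preformed 1 h, compound exposure 1 h, room temperature, dark | detection = FRET fluorescence | read-out basis = loss of energy transfer signal | controls = 5 µM unlabeled CBFb as full-inhibition high control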
NPY1 pot ag = NPY-Y1 receptor potentiators or agonists, primary screen, cell-based. NPY-Y1 expressing cells, potentiator/agonist activation. Neuropeptide Y receptor type 1 (Homo sapiens), P25929. actives 0.37% (n = 220,000). activation, % at 3.6 µM; in the data active = activation above about 33%, passing the limit was not always enough;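 note: cells stimulated with NPY at EC10 then isoproterenol at EC100; 0% = low agonist plus stimulus and 100% = saturating agonist plus stimulus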
RBBP9 inh = human RBBP9 inhibitors, primary screen, biochemical, fluorescence polarization, FP-Rh probe, HTS; Serine hydrolase RBBP9 (Homo sapiens), O75884; recombinant RBBP9; inhibition, % at 7.94 µM; actives 0.2% (n = 220,000);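 active = inhibition above the campaign mean of all tested compounds plus 3 SD, cut at about 14% in these data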;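 note: plate controls were DMSO wells with RBBP9 for no effect and wells lacking RBBP9 protein for full effect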
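Material: RBBP9 protein. Amount: RBBP9 at 2.5 µM in dispensed solution, before mixing. Schedule: 30 min then 45 min, 25 °C. Medium: Tris buffer pH 8.0, NaCl, Pluronic. Measured by: fluorescence polarization. Measure: percent inhibition from mP, scaled between DMSO and no-protein wells. Replication: one well per compound.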
NPY-Y1 antag = NPY-Y1 receptor antagonists, primary screen, cell-based. Neuropeptide Y receptor type 1 (Homo sapiens), P25929. HEK293-CNG Y1 cells, membrane potential fluorescence; NPY at EC95, then isoproterenol. inhibition, % at 3.6 µM. actives 1% (n = 200,000);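 active = inhibition above the campaign mean inhibition of all tested compounds plus 3 SD, cut at about 20% in these data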;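 note: 0% = DMSO wells given NPY plus isoproterenol and 100% = isoproterenol alone without NPY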
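Material: HEK293 Y1/CNG channel cell line | Also added: NPY (25 nM), isoproterenol (1 µM), Ro 20-1724 (25 µM) | Compound: One concentration, 3.6 µM, in 0.4% DMSO | Schedule: 3 h dye uptake, 1 h room-temperature compound, 45 min post-isoproterenol | Signal: Membrane-potential fluorescent dye readout | Read-out: % inhibition of NPY effect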
Runt-SMMHC FRET = inhibitors of RUNX1 Runt–CBFb-SMMHC binding, primary screen, biochemical, FRET, Cerulean-Runt, Venus-CBFb-SMMHC, uHTS; Runt-related transcription factor 1 (Homo sapiens) + Core-binding factor subunit beta …; Cerulean-Runt/Venus-CBFb-SMMHC FRET ratio 530/480, 1 h; inhibition, % at 20 µM; actives 0.74% (n = 220,000); AID 1434, 2008;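 active = mean inhibition across duplicate retests at 20 µM reaching about 50%, limit read from the data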;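 note: 0% = DMSO wells and 100% = wells with excess untagged CBFb-SMMHC; inhibitors lower the FRET ratio by blocking Runt binding to CBFb-SMMHC; some results filed as inactive read as strong as hits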
p97 ATPase inh = inhibitors of human p97 ATPase, primary screen, biochemical. recombinant p97 ATPase, Kinase-Glo ATP luminescence, 3 h. AID 1481, 2009. inhibition, % at 8 µM. Transitional endoplasmic reticulum ATPase (Homo sapiens), P55072. actives 0.42% (n = 220,000); in the data active = inhibition above about 15%;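 note: 0% = DMSO vehicle and 100% = wells lacking enzyme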
Starred values were filed as active, the others as inactive; nt = no result given.

item	NPY2 pot ag	NPY-Y1 antag	Runt-SMMHC FRET	Mdm2 ligase inh	p97 ATPase inh	NPY1 pot ag	Hck Nef HTS	RBBP9 inh	Runt-CBFb FRET	compound
1	-4	-1	-2	-11	2	0	15	3	2	CC1CCC2(CC1)OCC1(CCC3(COC4(CCC(C)CC4)OC3)C1=O)CO2 (configuration not stated)
2	-2	5	5	-5	2	-2	21	-8	1	COc1c(C)cc(C(=O)C2CCCN(C(=O)Cn3ccc(C)n3)C2)cc1C (configuration not stated)
3	-7	0	-110	1	-7	10	-3	-4	-9	CCCCCCNC(=O)C(C#N)c1nc2ccccc2nc1N1CCOCC1 (configuration not stated)
4	16	nt	-2	-10	5	18	16	5	1	C=CCn1c(SCC(=O)NNC(=O)Nc2ccc(C)cc2)nnc1-c1ccccc1
5	-18	8	-4	nt	7	-13	-1	-5	0	O=C(Nc1ccccc1)C1=C[C@H](c2coc3ccccc3c2=O)C[C@H](OCc2ccc(CO)cc2)O1
6	-2	6	2	-5	4	25	0	2	-1	COC(=O)c1cccc(NC(=O)CSc2nc3cccnc3n2C)c1
7	0	7	-3	-27	-4	5	26	-5	-9	CCOc1ccc(-n2c(=S)sc3c(=O)[nH]c(SCC(=O)C(C)(C)C)nc32)cc1
8	-11	nt	0	-16	-1	-10	6	-7	2	CC(C)(O)P(=O)(O)CCc1ccccc1
9	13	-4	2	-40	-1	12	2	0	-1	CCOC(=O)c1c(C)[nH]c(C(=O)COC(=O)C2CC2C)c1C (configuration not stated)
10	-2	11	-2	0	2	11	-5	-2	-1	Cc1ccc(NC(=O)C(C)C(=O)Nc2ccc(C)cc2)cc1
11	-9	2	1	-18	-1	1	0	-5	0	COCCNC(=O)CN(c1ccccc1OC)S(C)(=O)=O
12	10	-3	3	-9	4	21	2	-8	-1	Cc1nnc(SCC(=O)Nc2nc3c(s2)CC(C)CC3)s1 (configuration not stated)
13	0	-3	-6	-5	1	14	1	-13	-2	CC1CCCCC1NC(=O)C1CCN(S(=O)(=O)N2CCCCCC2)CC1 (configuration not stated)
14	-2	7	16	-17	3	4	4	-12	8	CCC(C)N=Cc1c(NCc2ccco2)nc2c(C)cccn2c1=O (configuration not stated)
15	-12	3	-11	-6	1	-4	-1	-1	-2	O=C(CNS(=O)(=O)c1ccccc1)OCC(=O)c1ccc(OC(=O)c2ccccc2)cc1
16	3	-2	-2	-3	5	2	1	1	nt	N=C1SCC(=O)N1c1nc(-c2ccccc2)cs1
17	6	0	0	1	-4	-26	19	-4	2	CCCNC(=O)COC(=O)c1ccc(S(=O)(=O)N2CCCC2)cc1
18	5	-1	4	-13	2	-2	7	-4	-1	COc1ccccc1/C=N/NC(=O)CC(=O)NCc1cccnc1
19	6	1	0	-15	5	-17	1	-6	0	O=C(NC1CCCCCC1)c1ccc2c(=O)n3c(nc2c1)CCCCC3
20	1	7	2	-12	6	-16	0	0	3	NC(=S)N/N=C/c1ccc2ccccc2c1
21	nt	nt	-2	5	nt	nt	21	nt	4	COc1ccc(C(CC(=O)N2CCOCC2)c2c(OC)cc(OC)c3ccc(=O)oc23)cc1 (configuration not stated)
22	0	0	-4	-4	2	-6	1	-11	-3	COc1cc(OC)cc(C(=O)N[C@H](C(=O)OCC(=O)NC(C)c2ccccc2)C(C)C)c1 (some centres not stated)
23	6	-4	2	-1	4	-8	0	6	0	CCCOc1ccccc1C(=O)NCCCC(=O)O
24	3	-1	0	-26	3	12	3	-6	-3	CC1Cc2ccccc2N1C(=O)CSC1=NCCS1 (configuration not stated)
25	-5	9	-2	9	3	-25	0	1	0	COC(=O)C1CC(=O)c2sccc2C1 (configuration not stated)
26	-7	3	1	-51	-4	-20	22	-14	1	Cc1ccc2nc(COc3ccc(Cl)cc3)cc(=O)n2c1
27	-2	-4	4	8	2	14	1	-6	-1	ONC(=Nc1ccccc1)c1ccccc1Cl
28	-7	-4	4	-6	5	-10	10	4	-7	CCOC(=O)c1sc(-c2ccccc2)cc1NC(=O)Nc1ccc([N+](=O)[O-])cc1
29	-3	nt	-2	-100	3	14	9	4	1	Nc1ccc(C(=O)Oc2ccc([N+](=O)[O-])cc2)cc1
30	20	4	-1	-21	1	11	-2	3	-1	O=C1CSC(=Nc2ccccc2)N1
31	-3	7	-2	nt	1	9	2	-8	-2	O=C1CCCc2c1[nH]c1ccc(Br)cc21
32	-4	3	0	-10	-7	-34	-1	0	-5	CN(C(=O)Cn1nnc(-c2cccc(C(F)(F)F)c2)n1)C1CCCCC1
33	11	-6	-2	-11	-2	10	0	-6	-2	CCOc1ccc(/C(O)=C2/C(=O)C(=O)N(CCOCCO)C2c2ccccn2)cc1 (configuration not stated)
34	7	0	-2	-2	6	-34	3	4	-1	CC(C)(C)c1ccc(COC(=O)Nc2ccc(F)cc2)cc1
35	-14	-1	1	-21	-1	1	0	-2	-2	CCN(CC)CP(=O)(c1ccccc1)c1ccccc1
36	1	-4	4	-12	-4	-7	3	-7	6	COc1ccc(OCCSCc2nnc(NC(=O)Nc3ccc(Cl)cc3)s2)cc1
37	-28	nt	0	nt	1	7	13	2	5	O=c1cc2ncc(-c3[nH]ncc3[N+](=O)[O-])cn2[nH]1
38	-30	2	0	8	1	0	1	7	-3	CCOc1ccc(C(=O)c2nc3c(n2O)CCCCC3)cc1
39	2	2	1	-11	0	0	0	8	2	COc1cc(OC)c(-n2c(C)cc(C=O)c2C)cc1Cl
40	-1	nt	1	-10	6	5	9	-4	0	N#C/C(=C\c1ccc(F)c(Cl)c1)S(=O)(=O)c1ccccn1
41	-5	8	-1	-7	-5	-6	0	-6	2	O=c1cc(N2CCN(Cc3ccccc3)CC2)[nH]c(=O)n1Cc1ccc(F)cc1
42	-6	-5	-2	4	-1	-8	1	-5	-4	COC(=O)C(Cc1ccc(OC(=O)c2ccc(C)cc2)cc1)N1Cc2ccccc2C1=O (configuration not stated)
43	-9	0	nt	-6	-1	-9	2	-3	nt	O=C(O)C1CCN(Cc2cnn(-c3ccccc3)c2-n2cccc2)CC1
44	4	-7	0	-6	0	3	15	-4	0	O=C(O)CC(NCc1ccco1)C(=O)OCCCl (configuration not stated)

Entries listed so far with an aryl methoxy group:
item	NPY2 pot ag	NPY-Y1 antag	Runt-SMMHC FRET	Mdm2 ligase inh	p97 ATPase inh	NPY1 pot ag	Hck Nef HTS	RBBP9 inh	Runt-CBFb FRET	compound
2	-2	5	5	-5	2	-2	21	-8	1	COc1c(C)cc(C(=O)C2CCCN(C(=O)Cn3ccc(C)n3)C2)cc1C (configuration not stated)
11	-9	2	1	-18	-1	1	0	-5	0	COCCNC(=O)CN(c1ccccc1OC)S(C)(=O)=O
18	5	-1	4	-13	2	-2	7	-4	-1	COc1ccccc1/C=N/NC(=O)CC(=O)NCc1cccnc1
21	nt	nt	-2	5	nt	nt	21	nt	4	COc1ccc(C(CC(=O)N2CCOCC2)c2c(OC)cc(OC)c3ccc(=O)oc23)cc1 (configuration not stated)
22	0	0	-4	-4	2	-6	1	-11	-3	COc1cc(OC)cc(C(=O)N[C@H](C(=O)OCC(=O)NC(C)c2ccccc2)C(C)C)c1 (some centres not stated)
36	1	-4	4	-12	-4	-7	3	-7	6	COc1ccc(OCCSCc2nnc(NC(=O)Nc3ccc(Cl)cc3)s2)cc1
39	2	2	1	-11	0	0	0	8	2	COc1cc(OC)c(-n2c(C)cc(C=O)c2C)cc1Cl

Compound activity deposited in PubChem by several laboratories.
